Source: PubChem
D1 agonist = Allosteric Agonists of the Human D1 Dopamine Receptor: qHTS | activation, % at 2 µM | AID 504660, 2011 | HEK293 T-REx D1 cells, calcium flux, agonist mode | D(1A) dopamine receptor (Homo sapiens), P21728 | 360,000 tested, 1% active; in the data active = activation above about 30%; also: 0% is about no effect
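Tetracycline-induced HEK293 TREx D1 cells, force-coupled to calcium signalling, were dye-loaded with a no-wash calcium kit. Compound was pin-added after a 10 s baseline. Fluorescence was read kinetically at 1 cycle/s for 180 s, with calcium rises flagged as agonism.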
D2 potentiator = HTS Assay for Positive Allosteric Modulators of the Human D2 Dopamine Receptor: Primary Screen for Potentiators; D(2) dopamine receptor (Homo sapiens), P14416; HEK293 T-REx D2, calcium flux, EC20 dopamine potentiation; potentiation, % at 10 µM; 340,000 tested, 0.34% active; AID 485347, 2010;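 active = potentiation over 3 SD above the plate norm, cut at about 30% in these data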; also: 0% is about no effect
Target sequence (P14416 whole entry, looked up): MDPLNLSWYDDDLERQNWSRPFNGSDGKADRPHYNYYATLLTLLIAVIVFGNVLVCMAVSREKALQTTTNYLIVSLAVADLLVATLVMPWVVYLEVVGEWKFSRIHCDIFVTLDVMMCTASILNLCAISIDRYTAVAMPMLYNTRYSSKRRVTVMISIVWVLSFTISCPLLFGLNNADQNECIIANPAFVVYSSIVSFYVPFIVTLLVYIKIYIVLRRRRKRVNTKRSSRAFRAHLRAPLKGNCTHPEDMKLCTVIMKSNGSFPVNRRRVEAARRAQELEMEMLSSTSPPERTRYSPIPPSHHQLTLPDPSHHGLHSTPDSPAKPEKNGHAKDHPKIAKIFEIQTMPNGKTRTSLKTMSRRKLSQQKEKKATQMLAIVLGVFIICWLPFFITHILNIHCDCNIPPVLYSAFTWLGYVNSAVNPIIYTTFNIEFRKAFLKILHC
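Tetracycline-induced HEK293 T-REx cells force-coupled to calcium signalling expressed D2; compounds were pin-added after a 10 s baseline, read kinetically 180 s, then an EC20 dopamine challenge followed with a further 180 s calcium read.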
D1 antag = Antagonist of Human D 1 Dopamine Receptor: qHTS; D(1A) dopamine receptor (Homo sapiens), P21728; HEK293 TREx D1 cells, calcium flux, dopamine EC80; hits give low values; activity change, negative = inhibition, % at 10 µM; 360,000 tested, 3.2% active; in the data active = activity change below about -30%; also: % is scaled to controls: 0 for no effect and ±100 for the full control effect
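Calcium flux readout: force-coupled, inducible Hek293 Trex D1 line, cells induced overnight at 30 C with tetracycline, dye-loaded 30–90 min at RT. Antagonism scored against EC80 dopamine challenge given 180 s after compound.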
RXFP1 agonist = qHTS Assay for Agonists of the Relaxin Receptor RXFP1. Potency, µM (titrated, usually from 57.5 µM), inactives show at the top dose activation, usual class: activators. Relaxin receptor 1 (Homo sapiens), Q9HBX9. 370,000 tested, 0.3% active. AID 2676, 2010. HEK293T-RXFP1 cAMP TR-FRET, 30 min; response scale: percent of porcine relaxin response, buffer zero; active = well fitted activation curve with a large enough effect; also: potency is read from the fitted curve at half-maximal effect; % is scaled to controls: 0 for no effect and ±100 for the full control effect; nearly all actives have a fitted effect of over 60% in size; many of its hits are not listed in these tables
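HEK293 cells stably expressing RXFP1, treated 30 min at 37C with compounds plus PDE4 inhibitor Ro 20174; cAMP measured by HTRF TR-FRET. Normalized to buffer and 29 nM porcine relaxin; EC50 by Hill fit.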
D2 ag = HTS Assay for Allosteric Agonists of the Human D2 Dopamine Receptor: Primary Screen for Agonists; HEK293 T-REx D2 cells, calcium flux agonist mode; 340,000 tested, 0.53% active; D(2) dopamine receptor (Homo sapiens), P14416; activation, % at 2 µM;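 active = activation over 3 SD above normal in the single-dose calcium agonist read, cut at about 30% in these data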; also: 0% is about no effect
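Agonism scored from kinetic calcium signal (1 read/sec, 180 s) following compound pin transfer, after a 10 s baseline. Cells: HEK293 Trex line expressing inducible D2 receptor coupled to calcium, dye-loaded after overnight culture at 30 C.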
D2 antag = HTS Assay for Allosteric Antagonists of the Human D2 Dopamine Receptor: Primary Screen for Antagonists; HEK293 TREx D2 cells, calcium flux, dopamine EC80; inhibition, % at 10 µM; 340,000 tested, 2% active; AID 485344, 2010; in the data active = inhibition above about 30%; also: 0% is about no effect
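In this primary screen, negative modulation is detected by tracking calcium flux after an EC80 dopamine challenge in inducible HEK293 T-REx D2 cells preexposed to test compound for 180 s.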
TRHR PAM = qHTS for Small Molecule Agonists and Allosteric Enhancers of Human TRH Receptor: Primary Screen for Enhancers; Thyrotropin-releasing hormone receptor (Homo sapiens), P34981; TRHR cells, fluo-8 calcium fluorescence, EC20 TRH enhancement; enhancement, % at 2 µM; 360,000 tested, 0.66% active; AID 493056, 2011; in the data active = enhancement above about 30%; also: 0% is about no effect
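Enhancer read-out: after compound pinning and an initial kinetic agonist-mode read, an EC20 of TRH (10 nM final) was injected and fluo-8 calcium signal (Ex 480/Em 530) followed at 1 s/cycle for 100 cycles in TRHR-expressing cells.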
RXFP1 antagonist = qHTS Assay for Antagonists of the Relaxin Receptor RXFP1; activity change, negative = inhibition, % at 57.5 µM; 350,000 tested, 0.59% active; HEK293-RXFP1, relaxin-stimulated cAMP HTRF, 30 min; hits give low values; AID 1259400, 2018;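 active = activity change of -60% or lower, but not beyond a set lower limit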; also: % is scaled to controls: 0 for no effect and ±100 for the full control effect
D1 potentiator = Potentiators of Human D1 Dopamine Receptor: qHTS; AID 504651, 2011; 360,000 tested, 0.036% active; potentiation, % at 10 µM; HEK293 TREx D1 cells, calcium flux, dopamine EC20 potentiation; D(1A) dopamine receptor (Homo sapiens), P21728; in the data active = potentiation above about 30%; also: 0% is about no effect
The depositor's hits bear a star; x = no result given; & = joins results of further samples. The list is partial, so the mix of outcomes need not match the whole.

Value order – D1 agonist	D2 potentiator	D1 antag	RXFP1 agonist	D2 ag	D2 antag	TRHR PAM	RXFP1 antagonist	D1 potentiator
- Cc1cc(NC(=O)COC(=O)[C@@H](NS(=O)(=O)c2ccccc2)C(C)C)no1
    2	2	10	-3.1%	2.0	6	-3	-3	1
- CCN(CC)S(=O)(=O)c1ccc(Cl)nc1
    3	3	16	3.0%	1.7	-15	0	-17	-3
- C=CCN1C(=O)C(=O)N(Cc2nc3ccccc3s2)C1=O
    0	-9	2	3.3%	-0.5	-6	8	-7	1
- CC(=O)c1sc2nc(-c3cccs3)cc(C(F)(F)F)c2c1N
    180*	x	5	16%	x	x	10	2	0
- Cc1ccc(OCC(=O)Nc2nnn(C)n2)c(C)c1
    2	12	8	2.2%	0.3	7	11	7	-6
- Cc1c(Cl)cnc(NC(=O)COC(=O)c2nn(C)c(=O)c3ccccc23)c1Cl
    2	8	1	-1.3%	-1.3	-6	-11	-4	-1
- COc1ccc(N2C(=O)c3ccccc3NC2c2ccc(OC)c(CN3CCOCC3)c2)cc1 (configuration not stated)
    2	-3	-6	-0.2%	0.6	9	0	3	0
- O=C(NCC(c1cccs1)N1CCOCC1)c1cc(Cl)ccc1[N+](=O)[O-] (configuration not stated)
    1	11	0	-0.4%	-1.5	12	4	-6	7
- COc1ccc(NC(=O)C2CC(=O)OC23CCCCC3)cc1 (configuration not stated)
    2	2	8	-0.3%	0.9	-31	-3	-1	-8
- COc1cc(OC)cc(C(=O)Nc2cccc(-c3ccc(N4CCOCC4)nn3)c2)c1
    0	-1	1	0.5%	-1.0	11	-5	-7	8
- CCOc1ccc(-n2c(SCc3nc(-c4ccc(C)cc4)no3)nnc2-c2ccncc2)cc1
    1	-21	1	0.6%	47*	10	-3	4	3
- CCOC(=O)C1CCCN(C(=O)c2cc3c(OC)c(OC)c(OC)cc3[nH]2)C1 (configuration not stated)
    0	-5	-3	1.1%	-3.5	-9	2	4	2
- CCOC(=O)N1CCc2c(sc3c2c(=O)n(Cc2ccccc2)c(=O)n3Cc2ccc(C)cc2)C1
    -2&-1	2	16&3	-0.4%&0.2%	0.6&0.9	-4	-5&-2	7	-3&-1
- Cc1ccc(C(=O)OCC(=O)N2CCCc3ccccc32)cc1C
    3	-2	1	-0.1%	-0.5	-7	-4	-29	6
- Cc1oc(-c2ccc(C(=O)N(C)Cc3ccccc3)cc2)nc1CN1CCc2ccccc21
    1	3	7	1.8%	1.8	x	0	x	-2
- Cn1c(=O)c2[nH]c(N=NNc3ccccc3F)nc2n(C)c1=O
    2	5	-8	12%	1.1	5	27	-7	7
- COc1ccc(NC(=O)CSc2nc3ccncc3[nH]2)c(OC)c1
    2&-1	6&-3	-18&-21	8.5%&3.0%	0.0	7	3&1	-14	-2&1
- CC1CCCN(C(=O)COC(=O)CNS(=O)(=O)c2ccc3ccccc3c2)C1 (configuration not stated)
    1	13	2	0.3%	-0.4	5	4	-3	-3
- CCC(C)NC(=O)CSc1ccc(Cl)cc1 (configuration not stated)
    -1	6	-7	2.5%	0.4	8	3	4	0
- O=C1CC(c2ccc3c(c2)OCO3)CN1 (configuration not stated)
    0	-2	-16	3.5%	-0.3	2	-4	5	-5
- NC12CC3CC(C1)CC(O)(C3)C2
    1	13	22	1.3%	0.6	14	8	-23	2
- C/C(=N\NC(=O)OC(C)(C)C)c1cccc([N+](=O)[O-])c1
    1	11	5	-0.1%	-0.8	-15	-6	0	-6
- Cn1nnnc1SCc1ccccc1[N+](=O)[O-]
    1	-6	-4	2.1%	-0.2	16	-3	4	-3
- CCOC(=O)C1(CCCc2ccccc2)CCN(C(=O)CSC)CC1
    6	9	-15	-1.2%	1.6	6	-7	-13	3
- O=C(CCn1c(=O)oc2ccccc21)NCCCN1CCCC1=O
    3	-11	1	0.2%	0.1	-1	9	-2	0
- Cc1cc(NS(=O)(=O)c2ccc(Nc3nc(-c4ccc(C)c(C)c4)cs3)cc2)no1
    68*	3	-11	1.7%	-1.3	-9	2	12	-11
- COC(=O)c1ccccc1NC(=O)N1CCC(N2CCN(Cc3ccc(F)cc3)C(=O)C2=O)CC1
    -1	1	-39*	1.6%	-0.9	x	0	-20	-1
- O=C(CSc1nc2c([nH]c3ccccc32)c(=O)n1-c1ccc(Cl)cc1)NCC1CCCO1 (configuration not stated)
    2	8	-1	6.9%	0.8	x	3	x	-4

Full records from above. Screens in order: D1 agonist, D2 potentiator, D1 antag, RXFP1 agonist, D2 ag, D2 antag, TRHR PAM, RXFP1 antagonist, D1 potentiator
CCOC(=O)N1CCc2c(sc3c2c(=O)n(Cc2ccccc2)c(=O)n3Cc2ccc(C)cc2)C1 as listed: -2&-1, 2, 16&3, -0.4%&0.2%, 0.6&0.9, -4, -5&-2, 7, -3&-1
NC12CC3CC(C1)CC(O)(C3)C2 as listed: 1, 13, 22, 1.3%, 0.6, 14, 8, -23, 2
CCC(C)NC(=O)CSc1ccc(Cl)cc1 (configuration not stated) as listed: -1, 6, -7, 2.5%, 0.4, 8, 3, 4, 0

An excerpt from above, reduced to D2 potentiator and RXFP1 antagonist:
smiles | D2 potentiator | RXFP1 antagonist
CCC(C)NC(=O)CSc1ccc(Cl)cc1 (configuration not stated) | 6 | 4
O=C1CC(c2ccc3c(c2)OCO3)CN1 (configuration not stated) | -2 | 5
